# C diff growth – C. difficile growth inhibition; Clostridium difficile clinical isolate growth, OD600, 24 h; active compounds read low; growth activity, negative = inhibition, % at 16 µg/mL (by protocol); 86,000 compounds, 0.25% hits; AID 1259249;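 active = mean growth activity at or below -80% and every replicate also at or below -80%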;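 note: 0% = DMSO wells and -100% = levofloxacin 16 µg/mL wells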
# Pf Dd2 growth – blocks growth of Plasmodium falciparum Dd2 parasites; activity change, % at 10 µM; AID 1159554; P. falciparum Dd2 growth, SYBR Green, 72 h; active compounds read low; 94,000 compounds, 2.3% hits; in the data active = activity change below about -80%
# Tcruzi prolif – blocks T. cruzi growth in NIH3T3 culture; T. cruzi beta-gal in NIH3T3, GalScreen luminescence, 90 h; inhibition, % at 8.34 µM; 77,000 compounds, 5.9% hits; AID 624255;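 active = mean inhibition above about 93%, with at least 55% of replicates each passing it, limit read from the data, passing the limit was not always enough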
# GASC1 inh – blocks human GASC-1 (KDM4C) demethylase activity; Q9H3R0; GST-KDM4C 2-372, H3K9me3 peptide, LANCE TR-FRET; inhibition, % at 12.5 µM; 96,000 compounds, 0.15% hits; AID 720574;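 active = mean replicate inhibition above about 25%, with at least 55% of replicates also reaching it, limit read from the data, passing the limit was not always enough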
# Target sequence (Q9H3R0 2-372 limits assumed): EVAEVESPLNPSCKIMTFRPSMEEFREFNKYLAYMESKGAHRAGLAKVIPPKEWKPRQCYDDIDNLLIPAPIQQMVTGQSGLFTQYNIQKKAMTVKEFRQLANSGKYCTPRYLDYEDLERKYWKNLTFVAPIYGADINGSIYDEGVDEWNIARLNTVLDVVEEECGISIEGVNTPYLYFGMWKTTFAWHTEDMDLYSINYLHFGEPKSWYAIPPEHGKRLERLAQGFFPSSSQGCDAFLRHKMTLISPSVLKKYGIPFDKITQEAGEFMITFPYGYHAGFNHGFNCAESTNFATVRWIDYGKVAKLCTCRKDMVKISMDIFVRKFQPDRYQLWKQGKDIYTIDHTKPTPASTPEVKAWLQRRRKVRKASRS
#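 Compound: one test concentration per compound; Material: GST-GASC-1 enzyme fragment 2-372; Amount: GASC-1 enzyme at 10 nM final in reaction; Also added: H3K9me3 peptide substrate, Fe(II), 2-oxoglutarate; Technique: LANCE TR-FRET; Times: 30 min demethylation and 1 h detection at room temperature.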
# The depositor's hits bear a star; · = no result given.
item	Compound	C diff growth	Pf Dd2 growth
1	O=C(C[C@H]1CC[C@H]2[C@@H](COC[C@@H](O)CN2C(=O)Nc2ccccc2)O1)NC1Cc2ccccc2C1	·	-12
2	C[C@H](CO)N1C[C@H](C)[C@@H](CN(C)C(=O)Nc2ccccc2)OCCCC[C@H](C)Oc2ccc(NS(=O)(=O)c3ccc(Cl)cc3)cc2C1=O	13	-63
3	C[C@@H]1CCCCO[C@@H](CN(C)S(=O)(=O)c2ccc(Cl)cc2)[C@H](C)CN([C@@H](C)CO)C(=O)c2cc(NS(=O)(=O)c3cn(C)cn3)ccc2O1	-1	-21
4	CO[C@H]1CN(C)C(=O)c2cc(NC(=O)CC(F)(F)F)ccc2OC[C@@H](C)N(C(=O)c2ccccc2F)C[C@H]1C	-5	42
5	C[C@H](CO)N1C[C@H](C)[C@H](CN(C)Cc2ccc(C(F)(F)F)cc2)OCCCC[C@H](C)Oc2ccc(NC(=O)Nc3ccccc3)cc2C1=O	3	35
6	CO[C@@H]1CN(C)C(=O)c2ccc(NC(=O)c3ccc4c(c3)OCO4)cc2OC[C@@H](C)N(CC2CC2)C[C@@H]1C	·	-35
7	COc1ccc(NC(=O)N(C)C[C@H]2Oc3ccc(NS(=O)(=O)c4c(C)noc4C)cc3CC(=O)N([C@H](C)CO)C[C@H]2C)cc1	0	-15
8	COc1ccc(NC(=O)N(C)C[C@H]2Oc3ccc(NS(=O)(=O)c4ccc(C)cc4)cc3C(=O)N([C@@H](C)CO)C[C@@H]2C)cc1	·	2
9	Cc1ccc(S(=O)(=O)N(C)C[C@@H]2Oc3ccc(NC(=O)Cc4cn(C)c5ccccc45)cc3CC(=O)N([C@H](C)CO)C[C@H]2C)cc1	-1	-48
10	C[C@@H]1CCCCO[C@H](CN(C)S(=O)(=O)c2ccc(Cl)cc2)[C@@H](C)CN([C@H](C)CO)C(=O)c2cc(NC(=O)Nc3cccc4ccccc34)ccc2O1	-3	-13
11	C[C@@H]1CCCCO[C@@H](CN(C)C(=O)Nc2cccc3ccccc23)[C@@H](C)CN([C@@H](C)CO)C(=O)c2cc(NC(=O)Nc3ccc(C(F)(F)F)cc3)ccc2O1	6	-91*
12	C[C@H](CO)N1C[C@H](C)[C@H](CN(C)S(=O)(=O)c2ccc(C#N)cc2)OCc2ccccc2-c2c(n(C)c3ccccc23)C1=O	·	-88*

item	Tcruzi prolif	GASC1 inh
1	0	0.0
2	89	-1.4
3	29	0.8
4	·	1.1
5	66	-1.0
6	·	1.2
7	22	1.0
8	3	6.3
9	9	-0.9
10	61	-1.7
11	·	1.4
12	90	-0.1

# Next part
item	Compound	C diff growth	Pf Dd2 growth
13	Cc1noc(C)c1NC(=O)N(C)C[C@H]1OCCCC[C@@H](C)Oc2ccc(NC(=O)c3ccccc3)cc2C(=O)N([C@H](C)CO)C[C@H]1C	·	14
14	COc1ccc(CN(C)C[C@@H]2Oc3ccc(NC(=O)Nc4ccc(OC)cc4)cc3C(=O)N([C@@H](C)CO)C[C@@H]2C)cc1	-2	0
15	COCCNC(=O)C[C@@H]1CC[C@@H]2[C@H](COc3ccc(NC(=O)Nc4ccccc4)cc3C(=O)N2C)O1	-14	-50
16	C[C@H](O)C#Cc1ccc2c(c1)O[C@@H](CN(C)Cc1ccccn1)[C@H](C)CN([C@H](C)CO)S2(=O)=O	1	-10
17	COc1ccc(NC(=O)N(C)C[C@@H]2Oc3ccc(NC(=O)Cc4cn(C)c5ccccc45)cc3CC(=O)N([C@@H](C)CO)C[C@@H]2C)cc1	0	-46
18	O=C(Nc1ccc(Cl)cc1)N[C@@H]1CC[C@H](CCn2cc(-c3ccccc3F)nn2)O[C@H]1CO	3	-48
19	CCCNC(=O)N[C@H]1CC[C@@H](CCn2cc(-c3cccc(F)c3)nn2)O[C@H]1CO	·	10
20	Cc1ccc(-c2ccc([C@H]3[C@@H](CO)N4C(=O)CN(C(=O)CN5CCOCC5)C[C@@H]34)cc2)cc1	44	-5
21	CCNC(=O)[C@@H]1[C@@H](CO)[C@@H]2Cn3c(ccc(-c4ccccc4OC)c3=O)[C@@H]2N1CC	-3	11
22	CC(C)C#Cc1ccc2c(c1)O[C@@H](CN(C)Cc1cncnc1)[C@H](C)CN([C@H](C)CO)S2(=O)=O	-5	-31
23	COc1ccc2c3c([nH]c2c1)[C@H](CO)N(C(=O)CN1CCOCC1)CC31CN(C(=O)NC(C)C)C1	-9	1
24	COc1ccc(NC(=O)N2CC(=O)N3[C@H](C2)[C@@H](c2ccc(/C=C/c4ccccc4)cc2)[C@@H]3CO)cc1	11	-34

item	Tcruzi prolif	GASC1 inh
13	19	0.0
14	27	-0.7
15	41	0.6
16	2	1.7
17	39	-2.0
18	25	-0.5
19	9	0.8
20	·	0.2
21	12	2.4
22	19	·
23	·	0.1
24	·	0.3

# Other entries.
item	Compound	C diff growth	Pf Dd2 growth
25	CCN1[C@@H]2Cn3c(ccc(-c4cccnc4)c3=O)[C@H]1[C@@H](C(=O)NC1CCCCC1)[C@@H]2CO	-5	1
26	Cc1ccc(-c2cnc3c(c2)C(=O)N([C@@H](C)CO)C[C@H](C)[C@@H](CN(C)CC2CCOCC2)O3)cc1	3	-3
27	COc1ccc(NC(=O)N[C@@H]2C=C[C@@H](CC(=O)NC3CCCCC3)O[C@H]2CO)cc1	·	-3
28	C[C@H]1CN([C@@H](C)CO)C(=O)Cc2cc(NC(=O)Cc3ccccc3)ccc2O[C@H]1CN(C)Cc1ccc(C(F)(F)F)cc1	7	6
29	CCCC(=O)Nc1ccc2c(c1)C(=O)N(C)[C@@H]1CC[C@H](CC(=O)NCC(F)(F)F)O[C@H]1CO2	-3	15
30	C[C@@H]1CN([C@H](C)CO)S(=O)(=O)c2ccc(-c3ccccc3)cc2O[C@@H]1CN(C)Cc1cccnc1	-3	0
31	C[C@@H]1CN([C@H](C)CO)C(=O)c2cc(NC(=O)CCCN(C)C)ccc2O[C@H]1CN(C)C(=O)Nc1cccc2ccccc12	0	30
32	CN(C)CC(=O)N[C@@H]1CC[C@@H](CC(=O)NCc2ccccc2F)O[C@H]1CO	4	8
33	COCC(=O)N(C)C[C@@H]1Oc2ncc(C3=CCCCC3)cc2C(=O)N([C@@H](C)CO)C[C@H]1C	1	39
34	CC(C)NC(=O)N1[C@H](CO)[C@@H]2c3ccccc3N(C(=O)c3ccccn3)C[C@@H]21	6	6
35	C/C=C/c1ccc([C@@H]2[C@@H](CO)N3C(=O)CN(C(=O)c4ccccc4)C[C@H]23)cc1	-8	4
36	Cc1ccc(S(=O)(=O)Nc2ccc3c(c2)C(=O)N([C@H](C)CO)C[C@@H](C)[C@@H](CN(C)C)OCCCC[C@@H](C)O3)cc1	-2	-28

item	Tcruzi prolif	GASC1 inh
25	-16	2.1
26	-8	-1.4
27	-18	-0.5
28	105*	-0.1
29	-7	3.3
30	88	1.3
31	·	4.4
32	-14	0.9
33	19	-0.3
34	53	1.9
35	·	-0.6
36	-28	1.3

# Remaining list, next part:
item	Compound	C diff growth	Pf Dd2 growth
37	COCc1cn(CC[C@H]2CC[C@@H](NC(=O)Nc3ccc(C(F)(F)F)cc3)[C@H](CO)O2)nn1	9	0
38	Cc1noc(C)c1NC(=O)Nc1ccc2c(c1)C(=O)N([C@H](C)CO)C[C@@H](C)[C@@H](CN(C)Cc1ccncc1)O2	0	32
39	COCC(=O)N1C[C@@H](C)[C@@H](OC)CN(C)C(=O)c2ccc(NC(=O)NC(C)C)cc2OC[C@H]1C	-2	9
40	COc1cccc(S(=O)(=O)N[C@@H]2CC[C@H](CCn3cc(-c4ccc(F)cc4)nn3)O[C@H]2CO)c1	-6	-20
41	COc1ccc2c3c([nH]c2c1)[C@H](CO)N(S(C)(=O)=O)CC31CN(C(=O)Cc2cccnc2)C1	-2	-50
42	CN(C)CC#Cc1ccc([C@H]2[C@H](CO)N3CCCCN(C(=O)Nc4cc(F)ccc4F)C[C@@H]23)cc1	10	-55
43	O=C(Nc1cc(F)ccc1F)N1CC(=O)N2[C@H](C1)[C@H](c1ccc(-c3cccc(F)c3)cc1)[C@@H]2CO	5	-5
44	COc1cccc(-c2ccc3n(c2=O)C[C@@H]2N[C@H]3[C@H](C(=O)N3CCCCC3)[C@H]2CO)c1	-5	17
45	Cc1ccc(S(=O)(=O)Nc2cccc3c2O[C@H](CN(C)S(=O)(=O)c2ccc(Cl)cc2)[C@H](C)CN([C@H](C)CO)C3=O)cc1	-11	-8
46	CNC[C@H]1OCCCC[C@@H](C)Oc2ccc(NC(=O)C3CCCCC3)cc2C(=O)N([C@@H](C)CO)C[C@H]1C	-1	5
47	CCC(=O)N1C[C@@H](C)[C@@H](OC)CN(C)C(=O)c2ccc(NC(=O)NC(C)C)cc2OC[C@H]1C	·	-8
48	COc1ccc(NC(=O)N(C)C[C@@H]2Oc3ccc(NC(=O)C4CCCCC4)cc3CC(=O)N([C@@H](C)CO)C[C@H]2C)cc1	-2	-36

item	Tcruzi prolif	GASC1 inh
37	3	5.4
38	·	3.7
39	20	0.2
40	-20	0.7
41	·	12
42	105*	4.8
43	·	1.2
44	28	-2.1
45	·	-2.4
46	11	2.0
47	32	0.0
48	1	-0.3

# (cont.)
item	Compound	C diff growth	Pf Dd2 growth
49	C[C@H]1CN([C@@H](C)CO)C(=O)CCCn2cc(nn2)CO[C@H]1CN(C)Cc1ccc2c(c1)OCCO2	-1	15
50	Cc1ccc(S(=O)(=O)N[C@@H]2CC[C@@H](CC(=O)N3CCN(c4ccccc4)CC3)O[C@H]2CO)cc1	-4	-14
51	CO[C@H]1CN(C)C(=O)c2cc(NC(=O)C3CCCCC3)ccc2OC[C@H](C)N(C)C[C@@H]1C	·	·
52	COCC(=O)N(C)C[C@@H]1Oc2ncc(C#CC3(O)CCCC3)cc2C(=O)N([C@@H](C)CO)C[C@@H]1C	-6	8
53	COc1cccc(C#Cc2ccc([C@@H]3[C@@H](C#N)N(C(=O)c4ccccn4)[C@@H]3CO)cc2)c1	8	-28
54	C[C@H]1CN([C@@H](C)CO)C(=O)c2cc(N(C)C)ccc2O[C@@H]1CN(C)Cc1ccc(C(=O)Nc2ccccc2N)cc1	-4	-70
55	CC(C)C(=O)Nc1ccc2c(c1)C(=O)N(C)[C@@H]1CC[C@H](CC(=O)NCc3ccccc3F)O[C@@H]1CO2	-6	0
56	C[C@@H]1CN([C@@H](C)CO)C(=O)c2cc(C#CC3CCCCC3)cnc2O[C@@H]1CN(C)C(=O)Cc1ccccn1	-11	-3
57	COc1ccccc1-c1ccc([C@@H]2[C@@H](C#N)N(C(=O)C3CCCCC3)[C@@H]2CO)cc1	2	-20
58	C[C@H](CO)N1C[C@H](C)[C@@H](CN(C)S(=O)(=O)c2ccccc2)Oc2ccc(NC(=O)Nc3ccccc3)cc2CC1=O	1	-56
59	CC(C)NC(=O)Nc1ccc2c(c1)C(=O)N([C@@H](C)CO)C[C@H](C)[C@H](CN(C)S(=O)(=O)c1ccc(F)cc1)OCCCC[C@@H](C)O2	9	·
60	C[C@H](CO)N1C[C@H](C)[C@@H](CN(C)C(=O)Nc2ccc(F)cc2)OCCCC[C@H](C)Oc2ccc(NS(=O)(=O)c3cn(C)cn3)cc2C1=O	3	-22

item	Tcruzi prolif	GASC1 inh
49	-23	0.9
50	-13	-0.9
51	-25	-1.9
52	10	1.2
53	108*	-2.9
54	41	2.9
55	-15	-0.9
56	·	-3.7
57	65	-1.6
58	9	2.0
59	34	-0.7
60	-65	-2.1

# Reprinted from the listing, 3 compounds:
item	Compound	C diff growth	Pf Dd2 growth
58	C[C@H](CO)N1C[C@H](C)[C@@H](CN(C)S(=O)(=O)c2ccccc2)Oc2ccc(NC(=O)Nc3ccccc3)cc2CC1=O	1	-56
59	CC(C)NC(=O)Nc1ccc2c(c1)C(=O)N([C@@H](C)CO)C[C@H](C)[C@H](CN(C)S(=O)(=O)c1ccc(F)cc1)OCCCC[C@@H](C)O2	9	·
60	C[C@H](CO)N1C[C@H](C)[C@@H](CN(C)C(=O)Nc2ccc(F)cc2)OCCCC[C@H](C)Oc2ccc(NS(=O)(=O)c3cn(C)cn3)cc2C1=O	3	-22

item	Tcruzi prolif	GASC1 inh
58	9	2.0
59	34	-0.7
60	-65	-2.1

# Further records follow:
item	Compound	C diff growth	Pf Dd2 growth
61	CO[C@@H]1CN(C)C(=O)c2cc(NS(=O)(=O)c3ccc(C)cc3)ccc2OC[C@@H](C)NC[C@@H]1C	·	32
62	C/C=C/c1ccc([C@@H]2[C@@H](CO)N3CCCCN(C(=O)Nc4ccc(F)cc4)C[C@H]23)cc1	11	-23
63	CC(C)NC(=O)N(C)C[C@H]1Oc2c(NC(=O)Nc3cccc4ccccc34)cccc2C(=O)N([C@H](C)CO)C[C@H]1C	2	-29
64	C[C@@H]1CN([C@H](C)CO)C(=O)c2cc(/C=C/c3ccccc3)cnc2O[C@H]1CN(C)Cc1ccccc1F	20	-49
65	COc1cccc(NC(=O)N2CC(=O)N3[C@H](CO)[C@@H](c4ccc(C#CC5CCCCC5)cc4)[C@H]3C2)c1	-6	-30
66	COC(=O)C[C@@H]1C=C[C@@H](NS(=O)(=O)c2ccc(OC)cc2)[C@@H](CO)O1	·	13

item	Tcruzi prolif	GASC1 inh
61	-8	0.0
62	62	0.8
63	47	-0.4
64	87*	-1.0
65	·	-2.3
66	48	-0.5
